FBW7 activator = activators of human E3 ligase FBW7; Q969H0; AlphaScreen FBW7–phospho-cyclin E peptide binding, activator screen; normalized activity (activation), % at 26.1 µM; 650,000 tested, 0.13% active; AID 1259310; in the data active = normalized activity above about 1.9%;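 note: purified mutant Fbw7 with reduced substrate affinity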
GPR151 ag = activators of human GPR151; activation, % at 11.2 µM; 650,000 tested, 1% active; PathHunter beta-arrestin GPR151 cells, luminescence; Q8TDV0; in the data active = activation above about 4.9%;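 note: 0% = median of compound wells and 100% = cells with positive control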
Target sequence (Q8TDV0 whole entry, looked up): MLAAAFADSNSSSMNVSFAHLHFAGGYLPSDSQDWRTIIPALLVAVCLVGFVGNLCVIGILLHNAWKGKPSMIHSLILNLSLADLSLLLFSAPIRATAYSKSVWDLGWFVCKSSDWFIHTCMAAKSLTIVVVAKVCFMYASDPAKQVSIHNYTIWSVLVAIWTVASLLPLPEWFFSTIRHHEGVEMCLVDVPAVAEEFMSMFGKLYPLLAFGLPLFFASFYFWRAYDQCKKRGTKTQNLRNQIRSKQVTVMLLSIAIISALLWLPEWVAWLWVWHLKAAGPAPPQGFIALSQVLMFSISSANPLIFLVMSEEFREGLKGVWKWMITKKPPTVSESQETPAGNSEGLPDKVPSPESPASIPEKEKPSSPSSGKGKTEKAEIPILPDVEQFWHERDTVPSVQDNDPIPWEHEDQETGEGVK
MITF primary = blocks human microphthalmia-associated transcription factor; O75030; AlphaScreen MITF homodimerization, bead proximity signal; 650,000 tested, 0.91% active; inhibition, % at 2.6 µM; in the data active = inhibition above about 50%;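 note: 0% = vehicle wells with protein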
Target sequence (O75030 whole entry, looked up): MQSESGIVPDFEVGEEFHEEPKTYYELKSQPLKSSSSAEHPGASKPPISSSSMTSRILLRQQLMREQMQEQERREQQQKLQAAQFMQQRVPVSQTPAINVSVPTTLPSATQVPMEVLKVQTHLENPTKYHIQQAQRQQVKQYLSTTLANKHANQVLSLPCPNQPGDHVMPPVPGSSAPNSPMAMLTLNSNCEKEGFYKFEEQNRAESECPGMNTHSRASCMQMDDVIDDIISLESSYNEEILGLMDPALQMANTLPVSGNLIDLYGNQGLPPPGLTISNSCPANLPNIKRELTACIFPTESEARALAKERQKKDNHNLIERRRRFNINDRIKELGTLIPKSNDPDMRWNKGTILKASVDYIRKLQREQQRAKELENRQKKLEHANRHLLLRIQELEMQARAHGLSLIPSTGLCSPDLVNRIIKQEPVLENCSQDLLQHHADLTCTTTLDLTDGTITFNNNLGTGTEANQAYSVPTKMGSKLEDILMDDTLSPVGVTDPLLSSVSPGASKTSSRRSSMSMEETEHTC
TEAD-YAP inh = TEAD-YAP interaction inhibition | HEK-TIYL cells, TEAD-Gal4/YAP UAS-luciferase luminescence | inhibition, % at 9.12 µM | 640,000 tested, 1.4% active | AID 1259422; in the data active = inhibition above about 32%;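 note: 0% = median of test compound wells and 100% = reference inhibitor wells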
Starred values were filed as active, the others as inactive. Outcome played no part in choosing rows. Share with any hit: about 3.5%.

Start of the listing, in advance, 12 compounds:
No.	smiles	FBW7 activator	GPR151 ag	MITF primary	TEAD-YAP inh
1	CCOc1cc(C2C(C(=O)O)c3ccccc3C(=O)N2C)ccc1O (stereo not given)	0.0	-0.7	-9	-14
2	CCSc1ccccc1C(=O)NCc1ccco1	0.0	3.9	16	0
3	COc1ccc(N2CCN(c3ncnc4sc(C(=O)NCCN5CCOCC5)c(C)c34)CC2)cc1	-0.1	0.0	0	-2
4	CCCc1nc(SCC(=O)NC(C)(C)C)c2c(C)c(C)sc2n1	-0.2	2.0	-17	-18
5	CC(C)CC1=NN2C(=N)/C(=C/c3ccc(-c4ccc(F)cc4)o3)C(=O)N=C2S1	0.1	-0.7	-13	-2
6	COC(=O)C1=C(C)N=c2s/c(=C\C=C\c3ccccc3)c(=O)n2C1c1ccc(OC)cc1 (stereo not given)	0.0	0.0	-1	7
7	O=C(CCCn1c(=O)c2cccn2c2cccnc21)NCCCN1CCCC1=O	-0.2	-1.0	-5	-2
8	CCOc1ccc(OCC)c(NC(=O)c2oc(=O)c3ccccc3c2-c2ccccc2)c1	0.1	0.5	7	9
9	COc1cccc(CN2CCNC(=O)C2CC(=O)NCCN2CCOCC2)c1OC (stereo not given)	-0.2	1.4	-4	-1
10	O=[N+]([O-])c1nn(-c2ccccc2)n(O)c1=NCCC1=CCCCC1	-0.7	0.1	32	-11
11	Cn1c(=O)cc(N2CCCC2)n(Cc2ccccc2)c1=O	-0.2	1.2	-5	1
12	COc1ccccc1NC(=O)CSc1nnc(COc2ccc(C)cc2)n1C	0.0	5.3*	9	5

Results, from the start:
No.	smiles	FBW7 activator	GPR151 ag	MITF primary	TEAD-YAP inh
1	CCOc1cc(C2C(C(=O)O)c3ccccc3C(=O)N2C)ccc1O (stereo not given)	0.0	-0.7	-9	-14
2	CCSc1ccccc1C(=O)NCc1ccco1	0.0	3.9	16	0
3	COc1ccc(N2CCN(c3ncnc4sc(C(=O)NCCN5CCOCC5)c(C)c34)CC2)cc1	-0.1	0.0	0	-2
4	CCCc1nc(SCC(=O)NC(C)(C)C)c2c(C)c(C)sc2n1	-0.2	2.0	-17	-18
5	CC(C)CC1=NN2C(=N)/C(=C/c3ccc(-c4ccc(F)cc4)o3)C(=O)N=C2S1	0.1	-0.7	-13	-2
6	COC(=O)C1=C(C)N=c2s/c(=C\C=C\c3ccccc3)c(=O)n2C1c1ccc(OC)cc1 (stereo not given)	0.0	0.0	-1	7
7	O=C(CCCn1c(=O)c2cccn2c2cccnc21)NCCCN1CCCC1=O	-0.2	-1.0	-5	-2
8	CCOc1ccc(OCC)c(NC(=O)c2oc(=O)c3ccccc3c2-c2ccccc2)c1	0.1	0.5	7	9
9	COc1cccc(CN2CCNC(=O)C2CC(=O)NCCN2CCOCC2)c1OC (stereo not given)	-0.2	1.4	-4	-1
10	O=[N+]([O-])c1nn(-c2ccccc2)n(O)c1=NCCC1=CCCCC1	-0.7	0.1	32	-11
11	Cn1c(=O)cc(N2CCCC2)n(Cc2ccccc2)c1=O	-0.2	1.2	-5	1
12	COc1ccccc1NC(=O)CSc1nnc(COc2ccc(C)cc2)n1C	0.0	5.3*	9	5
13	COc1ccccc1C(=O)N/N=C/C=N/NC(=O)c1ccccc1OC	0.0	-0.5	4	3
14	CC1CCC(NS(=O)(=O)c2ccc(-n3cccn3)cc2)CC1 (stereo not given)	0.7	-0.4	2	-4
15	N/C(=N\OC(=O)CCN1C(=O)c2ccccc2C1=O)c1cccc([N+](=O)[O-])c1	0.1	-0.6	-7	0
16	CC(=O)c1c(C)[nH]c(C(=O)N2CCc3ccccc3C2)c1C	0.0	3.2	7	6
17	Cc1cc(NC(=O)c2cccc(S(=O)(=O)N3CCCCCC3)c2)no1	-0.1	-0.1	-7	-7
18	Cc1nc2c(c(=O)[nH]1)CN(CC(=O)Nc1ccc3c(c1)OCO3)CC2	-0.3	-0.5	4	-16
19	Cc1c(NC(=O)c2cccc(N=Cc3cccs3)c2)c(=O)n(-c2ccccc2)n1C	0.0	-0.7	4	10
20	O=C(CCS(=O)(=O)c1ccc(Cl)cc1)Nc1ccc(Br)cc1F	0.3	0.4	11	-11
21	Cc1cc(C)cc(-n2cnc3cc(C(=O)NC4CCCCCC4)ccc32)c1	0.1	-0.2	1	-18
22	CCOc1ccc2ccccc2c1C1NC(=S)NC(C)=C1C(N)=O (stereo not given)	-0.1	-0.5	-9	-3
23	CC1=C(C(=O)OCc2ccccc2)C(c2ccccc2)C2=C(CC(c3ccccc3)CC2=O)N1 (stereo not given)	0.0	-0.5	5	4
24	CCOc1cccc(OCCCn2c(-c3ccc(Br)cc3)nc3ccccc3c2=O)c1	0.3	1.1	2	-10
25	CC1CC2c3cccc(C(=O)O)c3C(=O)N2Cc2ccccc21 (stereo not given)	0.8	-0.6	7	7

(more compounds)
No.	smiles	FBW7 activator	GPR151 ag	MITF primary	TEAD-YAP inh
26	COc1ccc(NC(=O)N2c3ccccc3Sc3ccccc32)cc1	-0.2	1.4	6	3
27	O=C(Nc1ccccc1)c1ccc2cccnc2n1	0.1	-9.1	14	-32
28	Cc1nn(-c2ccccc2)c(C)c1Sc1ccccc1[N+](=O)[O-]	0.1	-1.5	20	-12
29	CCOc1cc(N2CCOCC2)c(OCC)cc1NC(=O)CSc1nnc(N)s1	0.0	0.6	16	-7
30	CC(=O)NC1(NC(C)=O)CCN(C)C(c2ccccc2)C1C (stereo not given)	1.4	-1.0	9	-7
31	CCOC(=O)c1ccccc1N/C=C/C(=O)c1ccc(OC)cc1	0.6	-0.8	21	-52
32	Cc1ccc(-c2nc3cc(Cl)ccc3o2)cc1NC(=O)c1cc(I)ccc1Cl	0.1	-0.3	-2	-7
33	COc1cc(NC(=O)C/C(C)=N/NC(=O)c2ccc([N+](=O)[O-])cc2)c(OC)cc1Cl	0.1	-0.3	9	-2
34	COCCn1c(SCC(=O)C(C)(C)C)nc2cc(C(=O)OC)ccc2c1=O	0.0	-1.1	-9	2
35	CN(C(=O)c1cc(S(=O)(=O)N2CCCCC2)c[nH]1)C1CCCCC1	-0.1	0.8	9	3
36	O=C(NCCN1CCOCC1)c1cccc(-n2ncc3ccc(-c4cccnc4)cc32)c1	0.2	0.8	-2	-4
37	Nc1nc2ccccc2n1Cc1ccc(Cl)cc1	0.0	0.4	21	25
38	Cc1ccccc1Cc1c(C)nc2c(C(=O)NCCC3=CCCCC3)cnn2c1C	0.0	0.5	-5	-10
39	CCCC(=O)NCc1ccc2c(c1)cc(C)n2C	0.1	0.6	7	0
40	CC(C)(C)C(=O)[C@H]1[C@H](c2cccc(Cl)c2)C(C#N)(C#N)[C@@H]2c3ccccc3C=CN21	0.0	1.1	8	6
41	Nc1ncc(CN2CCCC(CNC(=O)c3ccc(-c4ccccc4)cc3)C2)cn1 (stereo not given)	0.2	0.0	-5	12
42	CC(=O)c1cccc(NC(=O)CSc2nnc3c4ccccc4n(CCc4ccccc4)c3n2)c1	0.0	1.9	2	40*
43	Cc1ccc(-c2ccc(/C=C(/NC(=O)c3ccccc3)C(=O)N3CCOCC3)o2)cc1	-0.1	-0.4	1	8
44	CCC(CC)c1nnc(NC(=O)C2CCCO2)s1 (stereo not given)	0.0	-0.3	10	-11
45	Cc1cc2ccccc2c(=O)n1CC(=O)NCC1CCCO1 (stereo not given)	-0.1	0.2	-3	-14
46	COc1ccc(-n2cnc3sc4c(c3c2=O)CCCC4)cc1	-0.1	-0.9	1	-34
47	C/C(N)=C(/C#N)C(=O)COC(=O)c1cc2c(s1)CCC2	-0.1	0.2	27	3
48	O=C1Nc2ccccc2C1(c1ccc(O)cc1)c1ccc(O)cc1	0.5	-1.7	8	-9
49	COc1cc(C(=O)Nc2ccc(Cl)cc2)c([N+](=O)[O-])cc1OC	0.1	0.7	15	7
50	C=CCn1c(SCC(=O)c2ccc(OC)c(OC)c2)nc2sc3c(c2c1=O)CCCC3	0.0	-0.5	16	8

Next compounds
No.	smiles	FBW7 activator	GPR151 ag	MITF primary	TEAD-YAP inh
51	Cc1nccn1CC(=O)N/N=C/c1cccc(O)c1	0.2	0.0	14	1
52	O=C(Nc1ccc(S(=O)(=O)N2CCCCCC2)cc1)c1ccc(Cl)cc1Cl	0.2	-0.9	5	3
53	O=C(CCc1ccc(-c2ccc(F)cc2)o1)Nc1nccs1	0.2	4.6	4	-5
54	c1ccc(-n2cnc3c(NC4CC4)nc(Nc4cnccn4)nc32)cc1	0.1	1.9	2	51*
55	O=C(CSc1nc2ccccc2[nH]1)Nc1ccc(Sc2ccc(NC(=O)CSc3nc4ccccc4[nH]3)cc2)cc1	-0.3	0.4	-3	-5
56	COc1ccc(-c2nnc(NC(=O)c3ccc(S(=O)(=O)N(C)c4ccccc4)cc3)o2)cc1	-0.1	1.1	-5	-6
57	Cc1nc2ccccc2c(=O)n1NCc1cc(Br)cs1	-0.1	-0.3	-18	-15
58	CCC(C)Nc1c(-c2ccc(C(C)C)cc2)c(=O)c1=O (stereo not given)	0.3	2.3	13	16
59	CN(C)c1ccc(NC(=O)CN2C(=O)c3ccccc3C2=O)cc1	0.3	0.4	5	-2
60	Cc1ccc2cc(CN(CCCO)S(=O)(=O)c3ccccc3[N+](=O)[O-])c(=O)[nH]c2c1	0.1	0.3	3	-39
61	CCCCCNC(=O)CN(C)S(=O)(=O)c1ccc(F)cc1	-0.1	-1.8	18	8
62	Nc1ncc([N+](=O)[O-])c(Sc2nc3ccccc3s2)n1	0.8	-2.4	-8	-5
63	COc1ccc(C(c2nnnn2C(C)C)N2CCN(C(=O)c3ccco3)CC2)cc1OC (stereo not given)	0.0	1.1	10	9
64	CCC(C)c1ccc(NC(=S)NC)cc1 (stereo not given)	0.0	-0.5	-7	-6
65	O=C(CNc1ccc(Br)cc1)N/N=C/c1ccc2c(c1)OCO2	0.1	2.3	9	11
66	CCc1ccc(NC(=O)N[C@H]2C[C@H]3C(=O)N[C@H](Cc4ccccc4)C(=O)N3C2)cc1	0.8	-0.8	7	-6
67	Cc1ccc(N2C(=O)c3ccccc3NC2C(C)c2ccccc2)cc1 (stereo not given)	0.0	0.9	9	-12
68	COc1cc(OC)cc(C(=O)N2CC(=O)Nc3ccc(Cl)cc3C2c2ccccc2)c1 (stereo not given)	0.0	0.0	-4	3
69	O=C(C[n+]1ccc(/C=C/c2ccccc2)cc1)c1ccc(Br)cc1	-0.2	-1.1	-2	-11
70	COc1cc(Nc2ncnc3c2cnn3-c2cccc(C)c2)cc(OC)c1OC	0.1	0.3	12	-4
71	CC1CCC(NC(=O)Nc2cccs2)CC1 (stereo not given)	-0.1	-0.2	10	-18
72	N#CCCN(Cc1cccnc1)C(=S)NC(=O)C12CC3CC(CC(C3)C1)C2	-0.1	2.4	14	-2
73	CN(Cc1nc2c(s1)CCCC2)C(=O)CCc1nnc(-c2ccc3c(c2)OCO3)o1	-0.1	-0.1	8	-4
74	Cc1cc(S(=O)(=O)N2CCCOC2CNC(=O)C(=O)NCCN(C)C)ccc1F (stereo not given)	0.2	-0.2	-2	3
75	CC(NC(=O)c1ccc(Cl)c(Cl)c1)c1n[nH]c(=S)n1C (stereo not given)	0.6	-1.4	17	3

Continuation.
No.	smiles	FBW7 activator	GPR151 ag	MITF primary	TEAD-YAP inh
76	C/C(CC(=O)Nc1ccccn1)=N\NC(=O)COc1ccccc1	-0.8	1.3	3	-53
77	O=C1/C(=C/c2ccc(-c3ccc(Br)cc3)o2)C=C(c2ccccc2)N1c1cccc([N+](=O)[O-])c1	-0.1	-0.8	-3	-4
78	COc1cc(-c2noc(C(C)(C)C)n2)cc(OC)c1OC	0.6	-0.5	4	13
79	Cc1ccc(NC(=O)/C=C/c2cccc(Oc3ccccc3)c2)cc1	0.0	3.8	-13	6
80	O=C(CC1CCCCC1)NCc1ccccc1Cl	0.0	-0.2	44	-50
81	c1cc(Nc2nccc(Nc3ccc(N4CCOCC4)cc3)n2)ncn1	0.0	-3.1	-4	-6
82	COc1ccc(-n2c(=S)[nH]c3cc(C(=O)Nc4cccc(C(F)(F)F)c4)ccc3c2=O)cc1OC	0.0	-0.2	2	1
83	COc1ccccc1-c1c(C)nn2c(N(C)CCC#N)cc(C)nc12	0.3	0.0	10	-4
84	COc1ccc(NC(=O)C(C)N(c2ccc(C)cc2)S(C)(=O)=O)c(OC)c1 (stereo not given)	0.1	-1.0	-2	0
85	CCOc1ccccc1CNC(=O)c1cc2occc2n1C	-0.2	1.5	5	-9
86	Cc1ccc(NC(=O)CN(c2cccc(C)c2C)S(=O)(=O)c2ccccc2)cc1C	0.2	-0.8	13	0

Bioassay records: PubChem, The Scripps Research Institute Molecular Screening Center
